NPC1 promoter act: qHTS Assay for NPC1 Promoter Activators | Potency, µM (highest dose often 9.22 µM), without a hit: at the highest dose activation, most hits filed as activators | 320,000 tested, 2.4% active | Huh7 NPC1 promoter luciferase reporter, 24 h;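 further: potency means the concentration at half of the fitted maximal effect; % of control where 0% means no effect; nearly all actives have a fitted effect of over 60% in size; reporter is driven by a mutant NPC1 promoter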
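Cells: Huh7 expressing luciferase under the NPC1 promoter, 1500/well. Seeded 2 h, compound added, incubated 24 h at 37 °C. Luciferase reagent, 10 min ambient, then luminescence.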
Mito fusion act: qHTS Assay for Small Molecule Inhibitors of Mitochondrial Division or Activators of Mitochondrial Fusion | S. cerevisiae fusion-defective mutant growth rescue, CellTiterGlo 48 h | Potency, µM (doses to about 46.1 µM), for inactives: at the highest dose growth rescue (activation), usual class: activators | 320,000 tested, 0.23% active | AID 485298, 2010;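 further: potency means the concentration at half of the fitted maximal effect; % of control where 0% means no effect; nearly all actives have a fitted effect of over 45% in size; temperature-sensitive fusion mutants such as fzo1-1 at 37 °C on non-fermentable ethanol glycerol medium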
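S. cerevisiae fusion-defective temperature-sensitive mutants (e.g. fzo1-1, mgm1-5) grown 48 h at 37C in YPEG (ethanol/glycerol non-fermentable) medium with 23 nl compound per well; growth rescue read as CellTiterGlo luminescence.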
KCNH2 3.1 block: qHTS for Inhibitors of KCHN2 3.1: Mutant qHTS. 340,000 tested, 0.95% active. Potassium voltage-gated channel subfamily H member 2, brain isoform KCNH2 3.1 (human). activity change, % (tested at about 1.8 µM). U2OS KCNH2 3.1, thallium flux FluxOr; active compounds read low;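 active means maximum activity change below -70%; inconclusive means maximum activity change from -70% to -50%; inactive means maximum activity change above -50%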;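 further: thallium influx rate constant from kinetic fluorescence after stimulation buffer; on the % scale 0 is the no-effect control and ±100 the full control effect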
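FluxOr-based Tl+ influx in U2OS cells transduced with KCNH2 3.1 virus; rate constants normalized to DMSO controls.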
RORgamma inh: qHTS for inhibitors of ROR gamma transcriptional activity | Nuclear receptor ROR-gamma (Mus musculus), P51450 | Drosophila S2 Gal4-RORgamma UAS-luciferase reporter, 20 h | Potency, µM (highest dose often 53.6 µM), for the others: top-dose activity change, negative = inhibition, most hits filed as inhibitors | 310,000 tested, 5.4% active; further: potency means the concentration at half of the fitted maximal effect; on the % scale 0 is the no-effect control and ±100 the full control effect; nearly all actives have a fitted effect of over 60% in size
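A Gal4/UAS one-hybrid system in insect cells: metallothionein-promoter Gal4–ROR gamma fusion plus Photinus luciferase reporter. Copper sulfate 700 uM final, 20 hr ambient incubation, luminescent detection after 10 min with reagent.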
PKM2 act: qHTS Assay for Activators of Human Muscle isoform 2 Pyruvate Kinase; Pyruvate kinase PKM (Homo sapiens), P14618; purified PKM2, Kinase-Glo ATP luminescence, activation; response scale: 0% is enzyme alone, no compound; Potency, µM (highest dose often 57.5 µM), for the others: top-dose activation, hits mostly activators; 260,000 tested, 0.34% active; AID 1631, 2009; further: potency means the concentration at half of the fitted maximal effect; on the % scale 0 is the no-effect control and ±100 the full control effect; nearly all actives have a fitted effect of over 55% in size
Target sequence (P14618 whole entry, looked up, canonical isoform): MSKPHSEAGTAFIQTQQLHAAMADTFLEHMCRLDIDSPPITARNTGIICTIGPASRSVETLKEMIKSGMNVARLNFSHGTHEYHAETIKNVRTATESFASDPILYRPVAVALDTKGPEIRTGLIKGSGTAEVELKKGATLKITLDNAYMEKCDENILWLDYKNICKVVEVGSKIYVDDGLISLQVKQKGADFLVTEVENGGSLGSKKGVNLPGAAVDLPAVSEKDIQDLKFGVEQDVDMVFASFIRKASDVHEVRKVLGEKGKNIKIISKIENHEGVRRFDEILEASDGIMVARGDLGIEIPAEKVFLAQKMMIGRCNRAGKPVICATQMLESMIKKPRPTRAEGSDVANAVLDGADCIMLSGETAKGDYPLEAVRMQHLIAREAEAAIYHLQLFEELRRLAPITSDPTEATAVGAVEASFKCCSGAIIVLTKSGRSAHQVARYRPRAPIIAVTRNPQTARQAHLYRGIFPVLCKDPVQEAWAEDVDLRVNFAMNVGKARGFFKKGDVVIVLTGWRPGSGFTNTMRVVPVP
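Purified hPK-M2 (>95%) run at intermediate activity with 0.1 mM ADP and 0.5 mM PEP in 50 mM imidazole pH 7.2, KCl, MgCl2; 1 h room temperature. ATP formed read by Kinase-Glo luminescence; normalized to uninhibited and no-enzyme controls.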
Menin-MLL TR inh: qHTS Assay for Inhibitors Targeting the Menin-MLL Interaction in MLL Related Leukemias: Competition With Texas Red Labeled MLL-derived Mutant Peptide; Potency, µM (series often up to 61.6 µM), inactives show at the highest dose FP activity change, negative = inhibition, usual class: inhibitors; AID 1768, 2009; O00255; Menin + Texas Red MLL mutant peptide, fluorescence polarization; 270,000 tested, 0.23% active; active means well fitted inhibition curve with a large enough effect in the polarisation, with a control signal flat, not every such curve was filed as active; inconclusive means small, poorly fitted or top-dose-only effect, or effect the other way, or a change in a side signal; inactive means no such curve, though single readings can be large or run the other way; the % refers to the polarisation; further: potency means the concentration at half of the fitted maximal effect; % of control where 0% means no effect; many of its hits are not listed in these tables
ELG1 DNA repair: qHTS screen for small molecules that inhibit ELG1-dependent DNA repair in human embryonic kidney (HEK293T) cells expressing luciferase-tagged ELG1. HEK293T ELG1-luciferase reporter, luminescence, 16 h; DNA damage induced by 5-fluorouridine. 330,000 tested, 2.3% active. Potency, µM (top dose mostly 46.1 µM), for the others: top-dose activity change, negative = inhibition, most hits filed as inhibitors; further: potency means the concentration at half of the fitted maximal effect; on the % scale 0 is the no-effect control and ±100 the full control effect; nearly all actives have a fitted effect of over 55% in size
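Overnight (16 hr) co-exposure of 2,000 cells/well to 5-fluorouridine and compound at 37 °C preceded detection. Luciferase was quantified via ONE-Glo luminescence; loss of signal denotes inhibition.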
MBNL1 CUG block: qHTS Assay for Inhibitors of MBNL1-poly(CUG) RNA binding; TR-FRET MBNL1-His/biotin-(CUG)12 binding, 665/545 ratio; Potency, µM (series often up to 57.5 µM), for inactives: at the highest dose activity change, negative = inhibition, hits mostly inhibitors; 280,000 tested, 0.036% active; active means well fitted inhibition curve with a large enough effect in the signal ratio, with a control signal flat, not every such curve was filed as active; inconclusive means small, poorly fitted or top-dose-only effect, or effect the other way, or a change in a side signal; inactive means no such curve, though single readings can be large or run the other way; the % refers to the signal ratio; further: potency means the concentration at half of the fitted maximal effect; on the % scale 0 is the no-effect control and ±100 the full control effect
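Ratiometric TR-FRET (665 over 545 nm, excitation 340 nm) tracks disruption of MBNL1-His/biotin-(CUG)12 complex after 60 min at room temperature, with compounds at 92 nM to 58 uM final.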
VP16 counter: VP16 counterscreen qHTS for inhibitors of ROR gamma transcriptional activity; 310,000 tested, 3.5% active; Potency, µM (doses to about 53.6 µM), without a hit: at the top dose activity, negative = inhibition, usual class: inhibitors; AID 2546, 2010; Drosophila S2 Gal4-VP16 UAS-luciferase, luminescence, 20 h;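 further: Gal4-VP16 expression switched on by copper sulfate through the metallothionein promoter; potency means the concentration at half of the fitted maximal effect; on the % scale 0 is the no-effect control and ±100 the full control effect; nearly all actives have a fitted effect of over 50% in size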
FLuc counter: qHTS profiling assay for firefly luciferase inhibitor/activator using purifed enzyme and Km concentrations of substrates (counterscreen for miR-21 project); Luciferin 4-monooxygenase (Photinus pyralis), P08659; purified FLuc, Km substrates, luminescence inhibition; Potency, µM (series often up to 57.5 µM), inactives show at the top dose activity change, negative = inhibition, hits mostly inhibitors; 360,000 tested, 6.9% active; AID 588342, 2011;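 further: potency means the concentration at half of the fitted maximal effect; plate controls were vehicle for no effect and reference inhibitor for full effect; nearly all actives have a fitted effect of over 55% in size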
Target sequence (P08659 whole entry, looked up): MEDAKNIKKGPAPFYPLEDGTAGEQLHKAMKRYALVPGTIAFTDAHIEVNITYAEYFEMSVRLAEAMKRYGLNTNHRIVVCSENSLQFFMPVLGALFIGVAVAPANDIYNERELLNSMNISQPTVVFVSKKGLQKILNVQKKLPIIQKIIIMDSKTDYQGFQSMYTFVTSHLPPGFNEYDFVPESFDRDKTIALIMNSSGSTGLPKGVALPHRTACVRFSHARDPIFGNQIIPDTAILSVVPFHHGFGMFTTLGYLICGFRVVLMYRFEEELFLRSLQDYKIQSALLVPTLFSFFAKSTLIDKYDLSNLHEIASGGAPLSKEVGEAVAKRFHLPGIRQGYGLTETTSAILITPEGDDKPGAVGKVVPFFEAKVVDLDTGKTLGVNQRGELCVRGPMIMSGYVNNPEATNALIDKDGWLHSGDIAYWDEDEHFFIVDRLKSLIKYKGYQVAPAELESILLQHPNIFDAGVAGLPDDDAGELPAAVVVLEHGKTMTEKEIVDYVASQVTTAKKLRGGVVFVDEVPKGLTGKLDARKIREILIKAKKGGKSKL
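Purified P. pyralis luciferase (10nM final) with 10uM D-luciferin and 10uM ATP (Km levels) in 50mM Tris acetate pH 7.5, 10mM Mg acetate, 0.01% Tween-20, 0.05% BSA; qHTS 6-point titration, ~60 µM downward; luminescence read.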
Rab9 promoter act: qHTS Assay for Rab9 Promoter Activators | Huh7 Rab9 promoter-luciferase reporter, luminescence, 24 h | Potency, µM (top dose mostly 9.22 µM), for the others: at the top dose activation, negative = inhibition, usual class: activators | 320,000 tested, 2.8% active | AID 485297, 2010; further: potency means the concentration at half of the fitted maximal effect; % of control where 0% means no effect; nearly all actives have a fitted effect of over 60% in size
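Luminescence read-out: Huh7 cells stably expressing Rab9-luciferase, treated 24 h with compound at 37 °C, then lysed with luciferase reagent for 10 min at ambient before reading.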
* = called active by the depositor; ? = inconclusive; / = no result given; [ ] = dose if it differs, or a comment. Unless noted, the call rests on the fitted dose curve; in most records, active means well fitted curve in the direction sought with a large enough effect; inconclusive means small, poorly fitted or top-dose-only effect, or another doubt; inactive means no such curve, though single readings can be large; an effect the other way counts as inactive or inconclusive. The list is partial, so the mix of outcomes need not match the whole.

Compound,NPC1 promoter act,Mito fusion act,KCNH2 3.1 block,RORgamma inh,PKM2 act,Menin-MLL TR inh,ELG1 DNA repair,MBNL1 CUG block,VP16 counter,FLuc counter,Rab9 promoter act
O=C(OCC(=O)N(C1CCCCC1)C1CCCCC1)c1ccco1,2%,3%,3,-6%,-2%,2%,-8%,-13%,1%,3%,3%
CCCCn1nc2cc(C(=O)NCc3ccccc3)ccc2c1OCC,-1%,5%,15,0%,0%,-21%,-18%,17%,-7%,-1%,4%
COCCN(CC(=O)Nc1cccc(C)c1C)C(=O)Cc1sc(C)nc1-c1ccc(F)cc1,0%,0%,-8,/,/,/,-3%,/,/,/,5%
CCOC(=O)c1cc(-c2ccccc2)sc1NC(=O)C(C)OC(=O)c1ccncc1 (stereo unspecified),-3%,-2%,-4,-9%,-15%,-5%,?,?,-19%,-3%,8%
Cc1ccc(CNC(=O)CCS(=O)(=O)c2ccc3c(c2)NC(=O)CO3)cc1,-4%,1%,-1,5%,-3%[0.46 µM],-6%,1%,-3%,-2%,3%,1%
Cc1ccc(-c2csc3nnc(SCC(=O)NCc4ccc5c(c4)OCO5)n23)cc1,-2%,-3%,13,4%,0%,?,-26%,2%,2%,0%,-7%
COc1cc(N2CCCC2)c(OC)cc1C=O,-7%,-3%,-8,?,-5%,-1%,?,23%,?,-3%,-9%
CCOC(=O)c1nnn2c1nc(N1CCCCC1)c1ccccc12,-4%,?,17,14%,?,/,?,-1%,4%,-2%,-3%
CC(=O)c1nnn(-c2ccc([N+](=O)[O-])cc2)c1C,-7%,12%,4,-3%,-4%,-7%,12%,?,0%,-4%,-3%
CCOC(=O)C1=C(c2ccccc2)N=C2SCC(=O)N2C1c1cccc(OC)c1 (stereo unspecified),1%,4%,3,0%,-11%,/,9%,5%,9%,-2%,-7%
CCOC(=O)CCS(=O)(=O)c1nc(-c2ccccc2)cc(C(F)(F)F)n1,-14%,-26%,1,24%,16%,20%,?,9%,?,-2%,-23%
COc1cc(NC(=O)c2cccs2)c(C(=O)OCC(=O)NCc2ccccc2)cc1OC,-4%,-3%,-10,8%,4%,11%,-28%,-2%,-3%,3%,-6%
CCOc1ccccc1N(CC(=O)NCC1CCCO1)C(=O)CCC(=O)Nc1nccs1 (stereo unspecified),0%,-3%,19,0%,/,/,6%,-9%,-5%,1%,-2%
Cc1ccc(N2C(=O)[C@@H]3C(c4cccnc4)=NO[C@@H]3C2=O)cc1,-3%,-6%,0,25%,3%,/,?,-9%,-18%,-2%,10%
O=C(NNc1ccc(C(F)(F)F)cc1[N+](=O)[O-])c1ccc(NS(=O)(=O)c2ccc(F)cc2)cc1,-5%,-16%,-11,?,-28%,?,21µM*,/,?,-17%,-3%
COc1cccc(/C=N/NC(=O)CNC(=O)CCc2ccccc2)c1O,-8%,-1%,13,?,-2%,/,?,5%,-8%,9.5µM*,-13%
CC(Sc1nncn1C)C(=O)Nc1ccc2ccccc2c1 (stereo unspecified),2%,-3%,8,/,/,/,28%,/,/,-10%,1%
Cc1ccc(NC(=O)Cn2nnc(C(=O)Nc3ccc(F)c(Cl)c3)c2N)cc1,0%,2%,3,-10%,1%[0.46 µM],-8%,?,-3%,-11%,5%,-14%
COc1ccc(NC(=O)CN(C)C(=O)c2cc3c(s2)CCC3)cc1,0%,-2%,-12,/,/,/,13%,/,/,2%,10%
CC(=O)/C=C(\C)Nc1ccc(-c2cnc(-c3ccccc3)o2)cc1,1µM*,7%,10,22%[10 µM],-2%,?,?,30%,-25%,1.9µM*,0.45µM*
O=C(c1ccccc1NS(=O)(=O)c1ccc(Br)cc1)N1CCOCC1,-3%,3%,12,-5%,/,/,-1%,-4%,5%,0%,-1%
Cc1nc(Nc2ccc(S(N)(=O)=O)cc2)sc1C(=O)Nc1ccccc1,-5%,7%,23,?,-2%,?,7%,23%,1%,-1%,-1%
CSc1ccc(C(=S)N2CCN(C(c3ccccc3)c3ccccc3)CC2)cc1,0%,2%,-13,-13%,-8%,-19%,10%,0%,-5%,-2%,11%
O=C(Oc1ccc(/C=N/n2cnnc2)cc1)c1cccc([N+](=O)[O-])c1,-1%,-6%,7,0%,-2%,11%,-1%,7%,-12%,2%,-2%
O=C(NCc1ccccc1)C(=O)NCC1OCCN1S(=O)(=O)c1ccc(Br)cc1 (stereo unspecified),-2%,1%,-13,24%,-6%,/,-9%,-1%,-3%,7%,1%
CSc1ncc(Cl)c(C(=O)Nc2ccc(C)c(C)c2)n1,1%,-29%,3,1%,/,18%,4%,-2%,-10%,?,2%
C=CCNC(=O)COCc1cc(-c2ccc3c(c2)OCO3)on1,24%,-7%,11,1%,/,-10%,?,-5%,9%,?,25%
O=C(O)Cn1c(=O)c(F)cn(C2CCCO2)c1=O (stereo unspecified),-3%,-2%,16,-24%,-3%,-2%,4%,3%,-8%,1%,0%
COc1ccc(NC(C)=O)cc1NC(=O)CSc1nnc(-c2ccccn2)n1C,-1%,-4%,1,-11%,-5%,30%,6%,0%,0%,3%[2.3 µM],2%
CCC1(O)CC(C(=O)OC)=NN1C(=O)c1ccccc1 (stereo unspecified),-1%,2%,-2,-23%,4%,5%,7%,-4%,8%,7%,7%
Nc1nc2ccccc2n1C(=O)c1cccs1,?,1%,10,0.89µM*,-17%,?,?,/,2.8µM*,2.7µM*,0.79µM*
CC(=O)OC(C)C(=O)NS(=O)(=O)c1ccc(C)cc1 (stereo unspecified),-2%,-6%,5,0%,4%,-8%,13%,-7%,6%,-3%,4%
COc1cccc(CN2CCSCC2)c1OC,1%,1%,-10,-1%,-1%,0%,-3%,-7%,4%,0%,-2%
COc1ccc(CNC(=O)CN=C2NC(=O)C(c3ccccc3)(c3ccccc3)N2)cc1,1%,0%,-10,26%,-1%,2%,0%,-14%,-3%,?,0%
Cc1cc(C)c(C#N)c(SCS(=O)c2ccc(C(C)(C)C)cc2)n1 (stereo unspecified),1%,12%,-25,40%,-3%,-19%,?,-9%,-3%,-9%,-14%
CC(C)Cn1c(=O)c2ccccc2c2ccccc2c1=O,8%,15%,20,27%,-5%,-13%,1%,7%,-23%,1%,1%
CCCCCOc1ccc(C(=O)NCC(=O)NCC(=O)OCC)cc1,-4%,-2%,4,-26%[10 µM],2%,-1%,?,-5%,-1%,-11%,-3%
COc1ccc(N(CC(=O)N/N=C/c2cccs2)S(=O)(=O)c2ccc(OC)c(OC)c2)cc1,-3%,3%,-7,-4%,1%,/,-30%,11%,3%,1%,0%
O=C(O)CC/C(=N\NC(=O)CNC(=O)/C=C/c1ccccc1)c1ccccc1,3%,-1%,11,-2%,-3%,/,9%,7%,5%,-10%,-1%
CCCCN(CC(=O)NCCOC)C(=O)Cn1nnc2ccccc21,1%,-5%,22,-1%,-5%,-2%,5%,11%,-2%,-1%,-4%
S=c1[nH]nc(Cc2ccccc2)n1-c1ccccc1,1%,-4%,-5,11µM*,-16%,9%,6%,11%,20µM*,1%,-11%
CCOc1cc(Br)c(COc2ccc(C)nc2[N+](=O)[O-])cc1OCC,2%,2%,-26,13%,5%,19%,?,12%,1%,3%,-2%
COc1ccc(N2C(=O)C3C4C=CC(C4)C3C2=O)c(OC)c1 (stereo unspecified),-5%,1%,-6,0%,-7%,-4%,8%,-8%,-16%,?,0%
